Assay outcomes as filed in PubChem.
mcGAS lum – blocks mouse cGAS activity; 0.15% of 160,000 active; inhibition, % at 12.5 µM; recombinant cGAS, Kinase-Glo ATP depletion luminescence; Q8C6L5;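 also: 0% = negative control wells and 100% = reference inhibitor with no enzyme activity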
hcGAS lum – human cGAS inhibition; recombinant h-cGAS, ATP depletion, Kinase-Glo luminescence; Q8N884; inhibition, % at 12.5 µM; 0.081% of 290,000 active;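 also: 0% = vehicle reaction and 100% = reaction without DNA for no activity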
Target sequence (Q8N884 whole entry, looked up): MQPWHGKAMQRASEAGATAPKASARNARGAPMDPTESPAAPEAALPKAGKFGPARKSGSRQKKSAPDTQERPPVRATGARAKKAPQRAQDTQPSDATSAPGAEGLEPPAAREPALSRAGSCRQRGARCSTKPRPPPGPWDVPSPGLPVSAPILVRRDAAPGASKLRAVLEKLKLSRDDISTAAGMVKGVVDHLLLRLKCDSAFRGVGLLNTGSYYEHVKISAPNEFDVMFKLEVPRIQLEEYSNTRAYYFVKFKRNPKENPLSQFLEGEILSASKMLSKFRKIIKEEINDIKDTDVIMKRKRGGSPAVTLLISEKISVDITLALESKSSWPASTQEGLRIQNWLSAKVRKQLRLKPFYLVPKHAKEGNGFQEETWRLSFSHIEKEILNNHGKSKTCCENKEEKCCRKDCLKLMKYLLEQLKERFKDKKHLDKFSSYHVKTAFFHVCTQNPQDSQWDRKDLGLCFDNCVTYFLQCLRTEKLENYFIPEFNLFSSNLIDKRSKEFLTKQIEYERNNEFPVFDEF
NPYLR7 ag – mosquito NPYLR7 agonism; HEK293T NPYLR7/Galpha15, GCaMP6s calcium fluorescence; activation, % at 10 µM; 0.15% of 270,000 active; AID 1259423; in the data active = activation above about 40%;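 also: 0% = vehicle and 100% = reference agonist at the receptor; some compounds past the cut are filed as inactive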
The depositor's hits bear a star; nt = not tested or not shown; & = joins results of further samples. Rule as the data show it, unless noted: active = inhibition above about 40%; inactive = the rest.

Values run as follows: mcGAS lum | hcGAS lum | NPYLR7 ag
COc1ccccc1/C=C1/SC(=S)N(C(C)C(=O)O)C1=O (stereo not given)
    -5.3 | -0.7 | -4.3
Cc1ccc(Cl)c(OC(=O)c2ccc(Sc3nncn3C)c([N+](=O)[O-])c2)c1
    -4.4 | -1.1 | -0.4
CCS(=O)(=O)CC(C)NC(=O)N1CCc2c(F)ccc(F)c2C1 (stereo not given)
    nt | -2.6 | -20.9
CN(Cc1ccc(O)cc1)C(=O)CNS(=O)(=O)c1ccc(Cl)s1
    -13.6 | -5.1 | -5.5
CC(=O)Nc1ccc(-c2ccc(C)cc2-n2nc(C)cc2C)cn1
    nt | -4.6 | 5.1
CN1CCc2[nH]nc(C(=O)N3CCN4CCN(C)CC4C3)c2C1 (stereo not given)
    -11.6 | 1.8 | 3.1
C=CCN(Cc1nccn1Cc1ccccc1F)C(=O)C1CC1
    -5.0 | 4.2 | 3.0
CCCCOc1ccc(-c2cc3c(=O)n(Cc4nc(-c5ccccc5)no4)ccn3n2)cc1
    -7.9 | -7.3 | -3.2
CSc1nc(NC(C)C)c2cnn(CCNC(=O)c3ccco3)c2n1
    -7.5 | -8.7 | nt
O=C(NCc1ccccc1S(=O)(=O)N1CCCCC1)c1cc(F)cc(F)c1
    -4.9 | -4.2 | 1.8
O=C(C1=C(O)C(=O)N(CCN2CCOCC2)C1c1ccc(F)cc1)c1ccco1 (stereo not given)
    -5.9 | -3.3 | 0.4
CCN=c1scc(-c2ccccc2)n1N=C1CCC(C(C)(C)C)CC1 (stereo not given)
    nt | -3.4 | -0.7
CC(=O)N1CCN(C(=O)c2csc(COc3cccc(F)c3)n2)CC1
    -6.4 | -6.2 | 0.4
C=CCC1SC(=NN=Cc2cccs2)NC1=O (stereo not given)
    nt | -3.3 | -1.6
O=C(NCC(F)(F)C(F)(F)C(F)(F)F)c1cncn1-c1cccc(-c2ccc(Oc3ccccc3)cc2)c1
    -5.6 | -2.4 | 4.2
CC(C)Oc1ncccc1CNC(=O)c1ccc(Br)o1
    -7.3 | -15.6 | -0.7
Cc1ccnc(SCCn2c(N3CC(C)CC(C)C3)nc3c2c(=O)n(C)c(=O)n3C)n1 (stereo not given)
    -5.7 | -1.8 | -0.2
Cc1nc(-c2ccccc2)n(C/C=C/c2ccccc2)n1
    -15.7 | -9.2 | 0.2
O=C(Nc1ccccc1)Nc1ccccc1
    -3.9 | -3.8 | nt
CC1CNC(=O)CCN1C(=O)CN1CCNCC1 (stereo not given)
    nt | -6.7 | -6.0
O=C(Nc1ccc2c(c1)C(=O)c1ccccc1C2=O)c1ccc(F)cc1
    -6.0 | -1.2 | -12.9
CCn1c(=O)c2c(nc3n2CC(C)=NN3Cc2ccccc2Cl)n(C)c1=O
    nt | 2.3 | -7.2
O=C(Nc1nc(-c2cccs2)c(C(=O)C(F)(F)F)s1)c1ccc(F)cc1
    -5.9&-4.6 | -6.0&-5.9 | -0.1&-6.2
O=C(C1CCCN(C2CCN(Cc3cnc[nH]3)CC2)C1)N1CCCC1 (stereo not given)
    -5.2 | -2.0 | -5.4
C[C@H](CCC(=O)O)[C@H]1CC[C@H]2[C@@H]3CC[C@@H]4C[C@H](O)CC[C@]4(C)[C@H]3CC[C@]12C
    -1.6 | -1.5 | -3.0
Cc1ccc(C2(CNC(=O)c3ccccc3COC(=O)c3ccccc3)CCOCC2)cc1
    -4.9 | -2.3 | -0.4
Cc1noc(C)c1CN1CCN(C(C)c2nc3ccccc3s2)CC1 (stereo not given)
    nt | -10.4 | -1.6
COCCCNC(=O)C(NC(=O)c1ccccc1F)C1CCN(C(=O)c2ccccc2OC)CC1 (stereo not given)
    -4.1 | -1.0 | -0.8
COCCN(CC(=O)Nc1nc(CC(=O)NCCc2ccccn2)cs1)C(=O)c1ccc(Cl)c(Cl)c1
    -5.8 | -9.3 | -5.8
CCOC(=O)C1=C(O)/C(=C\c2cccc(C)n2)SC1=Nc1ccc([N+](=O)[O-])cc1
    -2.4 | -2.4 | -9.0

Other compounds:
Values run as follows: mcGAS lum | hcGAS lum | NPYLR7 ag
OCc1cc(Cl)cc(Cl)c1O
    nt | 13.8 | -6.2
CC1CCN(C(=O)CSc2ccc(-c3ccc4c(c3)OCO4)nn2)CC1
    -5.0 | 4.2 | 2.5
Cc1nc(C)n(CCCNC(=O)Cc2c[nH]c3ccccc23)n1
    nt | -0.6 | -0.1
COc1ccc(C)c2sc(N(CCCn3ccnc3)C(=O)c3ccco3)nc12
    -3.6 | -3.9 | -11.8
CCOc1ccc(Nc2ccc3noc4c3c2C(=O)c2ccccc2-4)cc1
    nt | -4.6 | -16.0
Cc1nc2scc(C)n2c(=O)c1NC(=O)c1cccc(C(F)(F)F)c1
    -6.4 | -6.4 | 11.7
CCc1nc2ccc(C(=O)NCCCN3CCCC3=O)cn2c1N(C)C(=O)Nc1ccccc1OC
    0.4 | -1.1 | 18.5
O=S(=O)(c1ccc(Cl)cc1)N1CCN(c2nc3ccccc3nc2-c2ccccc2)CC1
    -5.8 | -5.7 | 5.2
CC(C)(C)c1ccc(OCCn2cc(/C=N\n3cnnc3)c3ccccc32)cc1
    nt | 2.7 | 1.1
COc1cccc2cc(-c3csc(Nc4ccc(C(C)=O)cc4)n3)c(=O)oc12
    2.2 | 0.2 | -4.9
COc1ccc(NCC2(c3ccnc(-c4ccc(S(C)(=O)=O)cc4)c3)CC2)cn1
    -7.5 | -6.6 | 15.7
Cc1c(S(=O)(=O)CCNC(=O)NC2CCCCC2)c2ccccc2n1Cc1ccccc1
    nt | -2.6 | 1.7
CCCNC(=O)C1CCN(C(=O)C(C)(C)C)CC1
    -4.5 | -5.0 | nt
O=S(=O)(c1cccc(Cl)c1Cl)N1CCN(CCCOC(c2ccc(Cl)cc2)c2ccc(Cl)cc2)CC1
    -6.9 | -8.5 | 5.2
COC(=O)C1=C(C)N(C)C(C)=C(C(=O)OC)C1c1cc(Br)ccc1OC
    -7.3 | -0.7 | 10.8
CC(C)n1cnnc1CCNC(=O)CC1CCc2ccccc21 (stereo not given)
    nt | -9.7 | 22.0
CCN(CC)CCN(C(=O)c1ccc([N+](=O)[O-])o1)c1nc2c(OC)ccc(Cl)c2s1
    nt | -3.3 | 10.7
O=C(Nc1nc2ccc(F)cc2s1)c1ccc(CN2CCCCC2)cc1
    -6.6 | -4.3 | 13.5
CCCn1nc(C(=O)Nc2nnc(-c3ccccc3Cl)s2)ccc1=O
    nt | 17.9 | 3.5
COc1ccc(-n2nnc(C(=O)OCc3cccc(Cl)c3)c2C)cc1
    -6.7 | -6.3 | 5.2
COc1cccc(-n2cc(CN(C)CC3CCOC3)cn2)c1 (stereo not given)
    nt | -4.9 | 5.4
COc1ccc(F)cc1C(=O)C1CCCN(CCc2c[nH]c(=O)n(C)c2=O)C1 (stereo not given)
    -16.5 | -2.6 | 6.0
CCN(CC)S(=O)(=O)c1cc(C(=O)Nc2nncs2)ccc1C
    0.5 | -2.0 | -15.2
Cc1ccc2c(c1)C(C)(Cc1cccc(C(F)(F)F)c1)C(=O)N2 (stereo not given)
    -2.4 | -2.2 | 2.8
O=C(COc1ccccc1F)OCc1cc(-c2cc3ccccc3o2)on1
    nt | -8.8 | -2.7
CCCCn1c(=O)[nH]c(=O)c2c1nc(CSc1nncs1)n2CCC
    nt | 1.0 | -2.6
Cc1nn(C)c(C)c1CN(C(=O)c1cc(C2CC2)[nH]n1)C(C)C
    nt | -5.4 | -0.2
COc1ccccc1C(=O)NCC1Cc2cc(F)ccc2O1 (stereo not given)
    -7.0 | -3.6 | 2.8
CN1CC(=Cc2cccs2)C(=O)C(=Cc2cccs2)C1
    -1.3 | -3.0 | 1.8
CCc1ccc(C(C)NC(=O)c2ccc(S(=O)(=O)C(F)F)cc2)cc1 (stereo not given)
    nt | -4.5 | 11.3

The list goes on:
compound | mcGAS lum | hcGAS lum | NPYLR7 ag
CCC(CC)C(=O)N(Cc1cc(NC(=O)c2cccs2)ccc1N(C)C)C1CCCCC1 | 1.0 | 11.1 | -3.1
O=C(NNC(=O)c1cc(F)ccc1F)c1ccc(O)cc1 | nt | -4.0 | 9.0
C=C(C)CN(CC)C(=O)c1ccc(Cn2cnnn2)cc1 | -14.6 | -2.4 | 14.5
Cc1ccc(-c2[nH]c(=S)[nH]c(=O)c2C#N)cc1 | nt | 11.1 | -6.2
CCNc1nc(-c2ccc(F)cc2)nc2ccccc12 | -4.3 | -6.8 | 16.8
CCc1nnc(NC(=O)COc2ccc(C)cc2)s1 | -3.8 | -8.2 | 11.0
CCOC(=O)C1(Cc2ccccc2C)CCCN(C(=O)c2n[nH]c3ccccc23)C1 (stereo not given) | nt | -0.2 | 15.1
Cc1cc(N2CCN(c3ccccc3Cl)CC2)nc(SCc2cccc(C(=O)NC3CC3)c2)n1 | -4.5 | -10.7 | 14.0
COc1ccc(C)cc1CNc1ccccc1N1CCCCC1 | nt | -0.2 | 1.3
CC1(C(=O)NS(C)(=O)=O)CCN1C(=O)C1(c2ccccc2)CC1 (stereo not given) | nt | -0.7 | 4.0
COCCCn1c(C(=O)NCCc2ccc(OC)cc2)cc2c(=O)n(C)c(=O)n(C)c21 | -6.5 | -7.6 | 1.5
O=c1cc(-c2ccc(O)cc2)oc2cc(O)cc(O)c12 | 1.8 | 10.0&0.7&3.1 | 13.0&-5.6&7.0
OCCC1CN(Cc2ccn[nH]2)CCN1Cc1ccccc1F (stereo not given) | nt | -6.7&-4.9 | 11.6&3.0
Cc1cc(C)cc(-n2c(SCC(=O)N3CCCC3)nc3c(c2=O)SCC3)c1 | -2.4 | 0.8 | -6.2
COCc1cc(C)nc(OCC(=O)N/N=C\c2cc(I)c(O)c([N+](=O)[O-])c2)c1C#N | 67.4* | 27.7 | 0.3
Cc1ccc(NC(=O)N2CCCC(c3nnc(C)s3)C2)cc1 (stereo not given) | -7.7 | -5.3 | -3.9
CCCc1cc(CNC(=O)c2ccc(N3CCc4ncccc4C3)nc2)on1 | -11.0 | -2.3 | -1.5
O=C(c1cccc(Cl)n1)N1CCC(n2cnc3cc(C(F)(F)F)ccc32)CC1 | -4.4 | -0.2 | -7.0
Cc1ccccc1N1CCN(C2CCCN(c3cc(C4CC4)ncn3)C2)CC1 (stereo not given) | -12.1 | -10.0 | -2.3
Cc1ccc(-c2nc(C=Nc3ccccc3)c(O)o2)cc1 | -6.0 | -5.3 | -1.6
C=c1cc(C)n(CC(=O)Nc2ccc(OC)c(Cl)c2)c(=O)c1=C1N=C(c2ccc(OC)cc2)NO1 | -6.6 | -3.5 | -1.1
c1nnc2c3c4c(sc3n3cnnc3n12)CCC4 | nt | -10.0 | 11.2
Cc1ccc(C(=O)NCc2ccc(N(C)C)nc2)o1 | nt | -15.8 | 4.8
O=C(CN(Cc1ccccc1)c1nc(Cc2ccc(Cl)cc2)ns1)N1CCN(c2ccccc2Cl)CC1 | -6.6 | -7.8 | 15.6
CCN1CCN(S(=O)(=O)c2ccc(Cl)c(C(=O)N(C)Cc3ccco3)c2)CC1 | nt | -4.7 | 15.2

18 consecutive records from above:
compound | mcGAS lum | hcGAS lum | NPYLR7 ag
CCC(CC)C(=O)N(Cc1cc(NC(=O)c2cccs2)ccc1N(C)C)C1CCCCC1 | 1.0 | 11.1 | -3.1
O=C(NNC(=O)c1cc(F)ccc1F)c1ccc(O)cc1 | nt | -4.0 | 9.0
C=C(C)CN(CC)C(=O)c1ccc(Cn2cnnn2)cc1 | -14.6 | -2.4 | 14.5
Cc1ccc(-c2[nH]c(=S)[nH]c(=O)c2C#N)cc1 | nt | 11.1 | -6.2
CCNc1nc(-c2ccc(F)cc2)nc2ccccc12 | -4.3 | -6.8 | 16.8
CCc1nnc(NC(=O)COc2ccc(C)cc2)s1 | -3.8 | -8.2 | 11.0
CCOC(=O)C1(Cc2ccccc2C)CCCN(C(=O)c2n[nH]c3ccccc23)C1 (stereo not given) | nt | -0.2 | 15.1
Cc1cc(N2CCN(c3ccccc3Cl)CC2)nc(SCc2cccc(C(=O)NC3CC3)c2)n1 | -4.5 | -10.7 | 14.0
COc1ccc(C)cc1CNc1ccccc1N1CCCCC1 | nt | -0.2 | 1.3
CC1(C(=O)NS(C)(=O)=O)CCN1C(=O)C1(c2ccccc2)CC1 (stereo not given) | nt | -0.7 | 4.0
COCCCn1c(C(=O)NCCc2ccc(OC)cc2)cc2c(=O)n(C)c(=O)n(C)c21 | -6.5 | -7.6 | 1.5
O=c1cc(-c2ccc(O)cc2)oc2cc(O)cc(O)c12 | 1.8 | 10.0&0.7&3.1 | 13.0&-5.6&7.0
OCCC1CN(Cc2ccn[nH]2)CCN1Cc1ccccc1F (stereo not given) | nt | -6.7&-4.9 | 11.6&3.0
Cc1cc(C)cc(-n2c(SCC(=O)N3CCCC3)nc3c(c2=O)SCC3)c1 | -2.4 | 0.8 | -6.2
COCc1cc(C)nc(OCC(=O)N/N=C\c2cc(I)c(O)c([N+](=O)[O-])c2)c1C#N | 67.4* | 27.7 | 0.3
Cc1ccc(NC(=O)N2CCCC(c3nnc(C)s3)C2)cc1 (stereo not given) | -7.7 | -5.3 | -3.9
CCCc1cc(CNC(=O)c2ccc(N3CCc4ncccc4C3)nc2)on1 | -11.0 | -2.3 | -1.5
O=C(c1cccc(Cl)n1)N1CCC(n2cnc3cc(C(F)(F)F)ccc32)CC1 | -4.4 | -0.2 | -7.0

Next part:
compound | mcGAS lum | hcGAS lum | NPYLR7 ag
Cc1cc(C)cc(NC(=O)CC(=O)NC(c2cccnc2)C(F)(F)F)c1 (stereo not given) | nt | -2.3 | 12.2
C=CCN1CCN(C(=O)C(CC)N2C(=O)CC(c3cccc(F)c3)NC2=O)CC1 (stereo not given) | -5.0 | -7.1 | nt
O=C(C1CC1)N1CCC2(CC1)OCC(C(=O)N1CCOCC1)N2C(=O)c1ccc(F)cc1 (stereo not given) | -4.1 | -4.9 | 0.3
Cc1ccc(C(=O)NCCn2nc(C)c(Cl)c2C)cc1 | nt | -6.0 | 0.2
CS(=O)(=O)CCSc1nccn1-c1ccc(Br)cc1 | nt | -11.8 | 0.6
